Bcl-B TR3 displacers = displacers of TR3 peptide from Bcl-B, primary screen, selectivity assay for Bfl-1 inhibitor project, biochemical, fluorescence polarization; actives 0.11% (n = 96,000); FP displacement of FITC-TR3 peptide from Bcl-B; higher % means a stronger effect; one-dose displacement, % at 20 µM; IC50 in µM for titrated hits;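 active = displacement above 50% at 20 µM plus a fluorescence interference ratio under 1.5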;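 also: plate controls were wells without compound for no effect and wells lacking Bcl-B protein for full effect; a part of the inactive calls stands beside numbers as strong as those of hits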
MRP resist rev = compounds reversing MRP-mediated drug resistance; actives 0.04% (n = 85,000); AID 602; H69AR cells + 2 uM doxorubicin, CellTiter-Glo, 72 h; differential viability (reversal), % at 10 µM;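 active = viability drop by adding the cancer drug above about 55%, with treated viability meeting a 40% cutoff, limit read from the data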;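 also: viability without doxorubicin minus viability with 2 µM doxorubicin for each compound; larger differential means the compound sensitizes cells more to doxorubicin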
IL1B NFkB inh = blocks IL-1B driven NFkB nuclear translocation in HUVEC cells. inhibition, % at 2 µM. actives 0.43% (n = 94,000). HUVEC IL-1B NFkB p65 nuclear translocation imaging;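 active = inhibition above about 30% together with a positive call from visual inspection of the well image, limit read from the data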;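 also: nuclear over cytoplasmic p65 intensity ratio measured by imaging; 0% = IL-1B stimulated DMSO wells and 100% = unstimulated DMSO wells; values of inactives mirror those of a sister screen read the other way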
PLAP inhibition = PLAP enzyme inhibitors, biochemical, luminescence, HTS (AID 690); purified PLAP, luminescent substrate; higher % means a stronger effect; inhibition, % at 20 µM, or IC50 in µM where a hit was titrated; actives 0.08% (n = 96,000); in the data active = a potency from the dose series; inactive = the rest, 99 in 100 with inhibition below about 30%; also: strong numbers were not always called active
IL1B NFkB pot = enhances IL-1B driven NFkB nuclear translocation; HUVEC IL-1B NFkB p65 nuclear translocation imaging; activation, % at 2 µM; actives 0.3% (n = 94,000); AID 819;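 active = activation above 40%, about the mean plus 3 SD, also judged a hit on visual image review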;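 also: percent activation is computed from the nuclear over cytoplasmic p65 intensity ratio; values of inactives mirror those of a sister screen read the other way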
MRP resist rev cytotoxicity = further read-out of MRP resist rev, marked with its call; viability, %; H69AR cells, CellTiter-Glo, 72 h; measured here: cytotoxicity without doxorubicin
MRP resist rev with doxorubicin = second read-out of MRP resist rev, no call of its own (marks repeat the call); viability, %; measured here: viability with 2 uM doxorubicin; hits give low values
IL1B NFkB inh cell count 2 µM = recorded beside IL1B NFkB inh, whose call it bears; cell count; measured here: cells passing quality filter;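 raw number of nuclei counted in each imaged well without normalization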
IL1B NFkB pot cell count 2 µM = also measured in IL1B NFkB pot; calls as there; cell count; measured here: cells passing quality filter
An asterisk follows results filed as active.

How did CCOC(=O)N1CCC(N2C(=O)c3ccccc3C2Nc2c(C)cccc2C)CC1 (stereo not drawn) do in these assays?
Bcl-B TR3 displacers: -4%; MRP resist rev: 20; IL1B NFkB inh: 7; PLAP inhibition: -52%; IL1B NFkB pot: -7; MRP resist rev cytotoxicity: 78; MRP resist rev with doxorubicin: 58; IL1B NFkB inh cell count 2 µM: 162; IL1B NFkB pot cell count 2 µM: 162

How did CSCc1nnc(NC(=O)c2ccc(S(=O)(=O)N(CC(C)C)CC(C)C)cc2)o1 do in these assays?
Bcl-B TR3 displacers: -12%; IL1B NFkB inh: 0; PLAP inhibition: -55%; IL1B NFkB pot: 0; IL1B NFkB inh cell count 2 µM: 173; IL1B NFkB pot cell count 2 µM: 173

Results for CCN1C(=O)c2cccc3c(S(=O)(=O)NCc4ccco4)ccc1c23 ?
MRP resist rev: 10; IL1B NFkB inh: 7; IL1B NFkB pot: -7; MRP resist rev cytotoxicity: 69; MRP resist rev with doxorubicin: 60; IL1B NFkB inh cell count 2 µM: 137; IL1B NFkB pot cell count 2 µM: 137

What do the screens show for `CC(=O)c1c(COC(=O)c2ccccc2)nc2ccccc2[n+]1[O-]`?
Bcl-B TR3 displacers: 6%; MRP resist rev: -18; IL1B NFkB inh: -4; PLAP inhibition: -21%; IL1B NFkB pot: 4; MRP resist rev cytotoxicity: 100; MRP resist rev with doxorubicin: 117; IL1B NFkB inh cell count 2 µM: 164; IL1B NFkB pot cell count 2 µM: 164

How did CCC(c1nnnn1Cc1ccc2c(c1)OCO2)N1CCN(c2ccc(OC)cc2)CC1 (stereo not drawn) do in these assays?
Bcl-B TR3 displacers: 3%; MRP resist rev: 10; IL1B NFkB inh: 0; PLAP inhibition: -70%; IL1B NFkB pot: 0; MRP resist rev cytotoxicity: 82; MRP resist rev with doxorubicin: 72; IL1B NFkB inh cell count 2 µM: 189; IL1B NFkB pot cell count 2 µM: 189

How did Clc1ccc2oc(-c3ccccn3)nc2c1 do in these assays?
Bcl-B TR3 displacers: -11%; MRP resist rev: -1; IL1B NFkB inh: -4; PLAP inhibition: -6%; IL1B NFkB pot: 4; MRP resist rev cytotoxicity: 92; MRP resist rev with doxorubicin: 93; IL1B NFkB inh cell count 2 µM: 176; IL1B NFkB pot cell count 2 µM: 176

How did O=C(Nc1cccnc1)c1ccc(Oc2ccccc2)cc1 do in these assays?
Bcl-B TR3 displacers: -1%; MRP resist rev: -3; IL1B NFkB inh: -1; PLAP inhibition: 10%; IL1B NFkB pot: 1; MRP resist rev cytotoxicity: 95; MRP resist rev with doxorubicin: 99; IL1B NFkB inh cell count 2 µM: 102; IL1B NFkB pot cell count 2 µM: 102

Results for Cc1nc2ccccc2c2c1C(=O)N(C(C)C)C2=O ?
Bcl-B TR3 displacers: -3%; MRP resist rev: 16; IL1B NFkB inh: 4; PLAP inhibition: 2%; IL1B NFkB pot: -5; MRP resist rev cytotoxicity: 94; MRP resist rev with doxorubicin: 78; IL1B NFkB inh cell count 2 µM: 174; IL1B NFkB pot cell count 2 µM: 174

Results for CC(C)c1ccc(-c2nnn(Cc3nc4ccccc4s3)n2)cc1 ?
Bcl-B TR3 displacers: -4%; MRP resist rev: 9; IL1B NFkB inh: -11; PLAP inhibition: 15%; IL1B NFkB pot: 11; MRP resist rev cytotoxicity: 102; MRP resist rev with doxorubicin: 93; IL1B NFkB inh cell count 2 µM: 167; IL1B NFkB pot cell count 2 µM: 167

How did O=C(NCCN1CCCC1)c1ccc2c(=O)n(CCc3ccccc3)c(=O)[nH]c2c1 do in these assays?
Bcl-B TR3 displacers: -2%; MRP resist rev: 0; IL1B NFkB inh: -40; PLAP inhibition: -12%; IL1B NFkB pot: 40; MRP resist rev cytotoxicity: 98; MRP resist rev with doxorubicin: 98; IL1B NFkB inh cell count 2 µM: 139; IL1B NFkB pot cell count 2 µM: 139

What do the screens show for `O=C(Nc1ccccc1N1CCCCC1)c1ccco1`?
Bcl-B TR3 displacers: -6%; MRP resist rev: 0; IL1B NFkB inh: 0; PLAP inhibition: 12%; IL1B NFkB pot: 0; MRP resist rev cytotoxicity: 79; MRP resist rev with doxorubicin: 79; IL1B NFkB inh cell count 2 µM: 179; IL1B NFkB pot cell count 2 µM: 179

What do the screens show for `COc1ccc(C2CCCN2C(=O)Nc2ccccc2)cc1OC` (stereo not drawn)?
Bcl-B TR3 displacers: -1%; MRP resist rev: 1; IL1B NFkB inh: 22; PLAP inhibition: -5%; IL1B NFkB pot: -22; MRP resist rev cytotoxicity: 97; MRP resist rev with doxorubicin: 95; IL1B NFkB inh cell count 2 µM: 188; IL1B NFkB pot cell count 2 µM: 188

How did CCOC(=O)c1sc(NC(=O)Cn2nnc3sc4c(c3c2=O)CCCC4)nc1C do in these assays?
Bcl-B TR3 displacers: -16%; IL1B NFkB inh: -14; PLAP inhibition: -14%; IL1B NFkB pot: 14; IL1B NFkB inh cell count 2 µM: 139; IL1B NFkB pot cell count 2 µM: 139

Results for COc1ccc(Cn2nc(C)n(N(C)c3ncc(C(F)(F)F)cc3Cl)c2=O)cc1 ?
Bcl-B TR3 displacers: 10%; MRP resist rev: -2; IL1B NFkB inh: -6; PLAP inhibition: -86%; IL1B NFkB pot: 6; MRP resist rev cytotoxicity: 72; MRP resist rev with doxorubicin: 74; IL1B NFkB inh cell count 2 µM: 220; IL1B NFkB pot cell count 2 µM: 220

How did COc1cc(NS(=O)(=O)c2ccc(N/C=C(\C#N)c3nc4cc(Cl)ccc4o3)cc2)nc(OC)n1 do in these assays?
Bcl-B TR3 displacers: -60%; IL1B NFkB inh: -14; PLAP inhibition: -108%; IL1B NFkB pot: 14; IL1B NFkB inh cell count 2 µM: 185; IL1B NFkB pot cell count 2 µM: 185

What do the screens show for `COc1cccc(S(=O)(=O)N2CCN(c3ccccc3F)CC2)c1`?
Bcl-B TR3 displacers: -10%; MRP resist rev: 11; IL1B NFkB inh: -4; PLAP inhibition: -1%; IL1B NFkB pot: 4; MRP resist rev cytotoxicity: 88; MRP resist rev with doxorubicin: 77; IL1B NFkB inh cell count 2 µM: 142; IL1B NFkB pot cell count 2 µM: 142

How did Cc1cc(C)n2c(SCC(=O)Nc3ccccc3)nnc2n1 do in these assays?
Bcl-B TR3 displacers: 15%; MRP resist rev: -7; IL1B NFkB inh: 0; PLAP inhibition: 21%; IL1B NFkB pot: 0; MRP resist rev cytotoxicity: 82; MRP resist rev with doxorubicin: 89; IL1B NFkB inh cell count 2 µM: 159; IL1B NFkB pot cell count 2 µM: 159

Results for CCCCN(C(=O)c1ccco1)c1nnc(-c2cc(OC)c(OC)c(OC)c2)s1 ?
Bcl-B TR3 displacers: -4%; MRP resist rev: 11; IL1B NFkB inh: 4; PLAP inhibition: 2%; IL1B NFkB pot: -4; MRP resist rev cytotoxicity: 89; MRP resist rev with doxorubicin: 78; IL1B NFkB inh cell count 2 µM: 142; IL1B NFkB pot cell count 2 µM: 142

Results for O=C1CCCc2c1nn(-c1ccccc1)[n+]2[O-] ?
Bcl-B TR3 displacers: -4%; MRP resist rev: -13; IL1B NFkB inh: -5; PLAP inhibition: 11%; IL1B NFkB pot: 5; MRP resist rev cytotoxicity: 67; MRP resist rev with doxorubicin: 80; IL1B NFkB inh cell count 2 µM: 153; IL1B NFkB pot cell count 2 µM: 153

Results for CSCCC(NC(=O)c1ccccc1)c1nc(-c2ccccc2)no1 (stereo not drawn) ?
Bcl-B TR3 displacers: 3%; MRP resist rev: 26; IL1B NFkB inh: 21; PLAP inhibition: 12%; IL1B NFkB pot: -21; MRP resist rev cytotoxicity: 100; MRP resist rev with doxorubicin: 74; IL1B NFkB inh cell count 2 µM: 163; IL1B NFkB pot cell count 2 µM: 163

How did O=C1NCCCC1C(=O)Nc1ccccn1 (stereo not drawn) do in these assays?
Bcl-B TR3 displacers: -9%; MRP resist rev: 33; IL1B NFkB inh: -8; PLAP inhibition: -4%; IL1B NFkB pot: 8; MRP resist rev cytotoxicity: 102; MRP resist rev with doxorubicin: 69; IL1B NFkB inh cell count 2 µM: 205; IL1B NFkB pot cell count 2 µM: 205

How did CCCc1cc(C(=O)Cc2ccc(C(=O)OCC)o2)c(O)cc1O do in these assays?
Bcl-B TR3 displacers: -2%; MRP resist rev: -2; IL1B NFkB inh: 3; IL1B NFkB pot: -3; MRP resist rev cytotoxicity: 92; MRP resist rev with doxorubicin: 94; IL1B NFkB inh cell count 2 µM: 160; IL1B NFkB pot cell count 2 µM: 160

What do the screens show for `Cc1ccc(NC(=O)CSCC(=O)N2c3ccccc3CCc3ccccc32)cc1`?
Bcl-B TR3 displacers: 1%; IL1B NFkB inh: -2; PLAP inhibition: 4%; IL1B NFkB pot: 2; IL1B NFkB inh cell count 2 µM: 127; IL1B NFkB pot cell count 2 µM: 127

How did O=C(NCc1ccccc1)c1csc2c1CCCCC2 do in these assays?
Bcl-B TR3 displacers: 8%; MRP resist rev: 0; IL1B NFkB inh: 3; PLAP inhibition: 13%; IL1B NFkB pot: -3; MRP resist rev cytotoxicity: 92; MRP resist rev with doxorubicin: 91; IL1B NFkB inh cell count 2 µM: 143; IL1B NFkB pot cell count 2 µM: 143

Results for Cc1ccccc1-c1nnc(-c2ccc(Cl)cc2)o1 ?
Bcl-B TR3 displacers: 7%; MRP resist rev: 0; IL1B NFkB inh: 9; PLAP inhibition: -6%; IL1B NFkB pot: -9; MRP resist rev cytotoxicity: 83; MRP resist rev with doxorubicin: 83; IL1B NFkB inh cell count 2 µM: 58; IL1B NFkB pot cell count 2 µM: 58

Results for COc1ccc2c(c1OC)C(=O)OC2Nc1ccccc1S(=O)(=O)C(F)F (stereo not drawn) ?
Bcl-B TR3 displacers: -1%; MRP resist rev: -5; PLAP inhibition: 11%; MRP resist rev cytotoxicity: 91; MRP resist rev with doxorubicin: 95

How did O=c1cc(O)c(-c2ccccc2)c(Cl)[nH]1 do in these assays?
Bcl-B TR3 displacers: 7%; MRP resist rev: -5; IL1B NFkB inh: -5; PLAP inhibition: 11%; IL1B NFkB pot: 5; MRP resist rev cytotoxicity: 105; MRP resist rev with doxorubicin: 110; IL1B NFkB inh cell count 2 µM: 179; IL1B NFkB pot cell count 2 µM: 179

What do the screens show for `CCCOc1ccccc1NC(=O)c1ccc(N)cc1`?
Bcl-B TR3 displacers: -3%; MRP resist rev: -3; IL1B NFkB inh: -17; PLAP inhibition: 29%; IL1B NFkB pot: 17; MRP resist rev cytotoxicity: 78; MRP resist rev with doxorubicin: 80; IL1B NFkB inh cell count 2 µM: 146; IL1B NFkB pot cell count 2 µM: 146

What do the screens show for `CCCCOc1cccc(/C=N/NC(=O)c2csc(C)c2C)c1`?
Bcl-B TR3 displacers: -3%; IL1B NFkB inh: 3; PLAP inhibition: 13%; IL1B NFkB pot: -3; IL1B NFkB inh cell count 2 µM: 95; IL1B NFkB pot cell count 2 µM: 95

What do the screens show for `O=C1CC(c2ccccc2)NC(=O)N1` (stereo not drawn)?
Bcl-B TR3 displacers: 0%; PLAP inhibition: 21%

What do the screens show for `CC1CCN(c2ccc(C(=O)NCCc3ccccc3)cn2)CC1`?
Bcl-B TR3 displacers: -3%; MRP resist rev: 6; PLAP inhibition: 8%; MRP resist rev cytotoxicity: 83; MRP resist rev with doxorubicin: 76

An excerpt from above in order of number of heavy atoms, smallest number first:
How did O=c1cc(O)c(-c2ccccc2)c(Cl)[nH]1 do in these assays?
Bcl-B TR3 displacers: 7%; MRP resist rev: -5; IL1B NFkB inh: -5; PLAP inhibition: 11%; IL1B NFkB pot: 5; MRP resist rev cytotoxicity: 105; MRP resist rev with doxorubicin: 110; IL1B NFkB inh cell count 2 µM: 179; IL1B NFkB pot cell count 2 µM: 179

What do the screens show for `CCCCOc1cccc(/C=N/NC(=O)c2csc(C)c2C)c1`?
Bcl-B TR3 displacers: -3%; IL1B NFkB inh: 3; PLAP inhibition: 13%; IL1B NFkB pot: -3; IL1B NFkB inh cell count 2 µM: 95; IL1B NFkB pot cell count 2 µM: 95

Results for COc1ccc2c(c1OC)C(=O)OC2Nc1ccccc1S(=O)(=O)C(F)F (stereo not drawn) ?
Bcl-B TR3 displacers: -1%; MRP resist rev: -5; PLAP inhibition: 11%; MRP resist rev cytotoxicity: 91; MRP resist rev with doxorubicin: 95

Not all compounds are listed, so the mix of outcomes need not match the whole.
